Screening results deposited in PubChem by several laboratories.
BoNT A protease – blocks Botulinum neurotoxin A light chain protease. multiplex microsphere protease substrate cleavage, flow cytometry. 360,000 tested, 0.17% active. AID 588499. inhibition, % at 10 µM; note: plate controls were buffer without enzyme for full effect and enzyme alone for no effect
GDH-TPI inh – counter-screen for M. tuberculosis FBA inhibitors: GDH-TPI coupled enzymes. inhibition, % at 4.8 µM. AID 588335. 360,000 tested, 1.2% active. GDH-TPI coupled enzyme counterscreen, NADH absorbance; in the data active = inhibition above about 30%;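 note: 0% = DMSO wells and 100% = wells lacking the enzyme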
FadD28 binding – M. tuberculosis FadD28 bisubstrate binding inhibition; FadD28 bisubstrate probe binding, fluorescence polarization; inhibition, % at 12.5 µM; 360,000 tested, 0.22% active; in the data active = inhibition above about 8.5%, passing the limit was not always enough; inconclusive = no clear call, values can overlap the other calls
BoNT-F LC inh – BoNT F light chain protease inhibition; Multiplex microsphere protease cleavage assay, flow cytometry; inhibition, % at 10 µM; 360,000 tested, 0.22% active; in the data active = inhibition above about 35%, passing the limit was not always enough; inconclusive = no clear call, values can overlap the other calls; note: plate controls were buffer without enzyme for full effect and enzyme alone for no effect
PfHsp40 yeast – restores yeast growth despite PfHsp40 toxicity; growth rescue, % at 12.5 µM; S. cerevisiae expressing PfHsp40, growth rescue, ATP luminescence; 340,000 tested, 0.68% active; in the data active = growth rescue above about 28%, passing the limit was not always enough; inconclusive = no clear call, values can overlap the other calls;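 note: yeast W303a lacking pdr1 and pdr3 grown in galactose medium; growth measured after three days at 30 °C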
Anthrax LF inh2 – blocks Bacillus anthracis lethal factor protease. 360,000 tested, 0.12% active. P15917. inhibition, % at 10 µM. multiplex microsphere protease cleavage assay, LF; note: plate controls were buffer without enzyme for full effect and enzyme alone for no effect
Target sequence (P15917 whole entry, looked up): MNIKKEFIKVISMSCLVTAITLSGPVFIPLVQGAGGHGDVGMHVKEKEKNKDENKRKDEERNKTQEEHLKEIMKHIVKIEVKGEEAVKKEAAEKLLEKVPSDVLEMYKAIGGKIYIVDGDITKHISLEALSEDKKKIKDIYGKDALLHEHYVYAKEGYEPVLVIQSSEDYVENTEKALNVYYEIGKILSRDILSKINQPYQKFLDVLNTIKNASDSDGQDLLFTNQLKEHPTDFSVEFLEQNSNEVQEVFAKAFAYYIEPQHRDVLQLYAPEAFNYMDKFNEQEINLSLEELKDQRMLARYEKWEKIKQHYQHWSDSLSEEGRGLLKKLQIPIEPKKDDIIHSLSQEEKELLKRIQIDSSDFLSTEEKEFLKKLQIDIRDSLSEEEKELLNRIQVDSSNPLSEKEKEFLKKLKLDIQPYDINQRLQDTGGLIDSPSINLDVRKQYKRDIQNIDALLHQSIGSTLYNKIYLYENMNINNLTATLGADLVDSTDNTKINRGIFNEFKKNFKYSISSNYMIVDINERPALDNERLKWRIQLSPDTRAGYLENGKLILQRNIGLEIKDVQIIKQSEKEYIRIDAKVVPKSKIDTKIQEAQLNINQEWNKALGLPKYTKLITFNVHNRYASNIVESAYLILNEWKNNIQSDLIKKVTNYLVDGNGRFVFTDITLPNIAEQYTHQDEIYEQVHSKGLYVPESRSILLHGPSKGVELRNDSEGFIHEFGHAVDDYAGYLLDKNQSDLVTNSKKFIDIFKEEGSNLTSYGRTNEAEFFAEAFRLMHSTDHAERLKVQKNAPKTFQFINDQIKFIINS
BioA inh – BioA (M. tuberculosis) enzyme inhibition; purified M. tuberculosis BioA enzyme, plate reader; inhibition, % at 9.99 µM; 360,000 tested, 0.096% active; AID 602481; in the data active = inhibition above about 40%; inconclusive = no clear call, values can overlap the other calls
Mtb FBA inh – inhibits M. tuberculosis FBA enzyme; purified M. tuberculosis FBA, fluorescence read-out; inhibition, % at 1 µM; 360,000 tested, 2.3% active; P9WQA3; in the data active = inhibition above about 27%;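 note: 0% = vehicle and 100% = reference inhibitor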
UGM FP inh – inhibitors of M. tuberculosis UDP-galactopyranose mutase | purified UGM, fluorescence polarization probe displacement | inhibition, % at 10 µM | 320,000 tested, 0.06% active; in the data active = inhibition above about 10%, passing the limit was not always enough; inconclusive = no clear call, values can overlap the other calls
The depositor's hits bear a star; ? = inconclusive; nt = not tested or not shown. Cut-off read from the data, not from the text of the source, unless noted: active = inhibition above about 30%; inconclusive = no clear call, values can overlap the other calls; inactive = below that.

The line under a structure holds: BoNT A protease	GDH-TPI inh	FadD28 binding	BoNT-F LC inh	PfHsp40 yeast	Anthrax LF inh2	BioA inh	Mtb FBA inh	UGM FP inh
CN(CC(=O)Nc1ccccc1Cl)C(=O)COC(=O)c1ccc(C(F)(F)F)cc1
  -0.2	7.6	-0.8	-3.5	-0.4	-7.1	-2.5	5.3	1.5
CCOc1ccc(CNC(=O)C2CCCN(c3nnc(C)c4c(C)n(-c5ccccc5)nc34)C2)cc1 (stereo unspecified)
  -0.5	7.4	0.1	10.7	2.6	0.7	1.2	21.3	1.4
COc1ccccc1C1=NNC(=Nc2cccc(S(=O)(=O)N(C)C)c2)SC1
  0.3	6.1	-2.6	-2.8	0.3	-2.3	0.3	-0.5	-1.7
OCCN1CCN(C2CCC(c3ccc(F)cc3)c3ccc(F)cc32)CC1 (stereo unspecified)
  0.3	-11.7	-12.5	?	0.9	-3.9	2.7	-3.6	3.0
CCS(=O)(=O)c1nc(S(=O)(=O)c2ccc(Cl)cc2)c(NCc2ccccn2)s1
  0.0	2.5	-3.1	-1.8	-1.0	1.1	nt	-2.0	-0.7
O=c1[nH]c(SCc2ccc(Cl)cc2)nc2[nH]ncc12
  0.4	0.3	-2.8	-1.0	-0.7	-2.0	nt	-4.5	-1.7
COCCN(C(=O)c1cccc(N2C(=O)CCC2=O)c1)c1nc(-c2ccc([N+](=O)[O-])cc2)cs1
  1.9	9.0	-1.0	-5.9	1.8	4.0	0.2	-1.7	nt
COc1ccccc1N1CCN(C(=O)CCc2nnc3ccc(N4CCOCC4)nn23)CC1
  1.5	4.3	-0.9	-4.7	0.5	-0.6	-1.6	-1.9	0.4
CCOCCCNC(=O)C(c1ccc(OC)cc1)N(Cc1cccs1)C(=O)c1ccccc1O (stereo unspecified)
  -0.7	1.6	-1.6	-4.1	0.7	1.1	nt	-3.7	1.9
O=c1cc(N2CCN(c3ccc(F)cc3)CC2)[nH]c(=O)n1C1CCCCC1
  0.4	6.7	-1.7	-0.3	0.1	-3.5	-5.3	4.5	3.0
COc1ccc(NC(=O)COC(=O)C2CC(=O)N(c3ccc(C)cc3)C2)cc1 (stereo unspecified)
  -5.0	-0.4	0.5	-9.4	1.0	-10.0	1.0	1.0	0.0
COc1ccc(CC(=O)N2CCN(S(=O)(=O)c3ccc(Cl)s3)CC2)cc1
  1.5	8.4	nt	4.9	0.7	-2.3	1.2	1.3	1.0
Fc1cccc(Cl)c1CNCc1cccnc1
  0.6	2.6	-0.3	1.2	-0.5	-0.4	-1.1	0.8	1.9
COc1ccc(CNC(=O)C(OC(=O)c2ccco2)c2ccc(OC)cc2)cc1 (stereo unspecified)
  -0.7	-2.8	-0.5	-11.0	0.4	-1.4	-0.7	-2.4	-1.9
COc1ccc(CC(NC(C)=O)C(=O)NC2CCN(c3ncccc3[N+](=O)[O-])CC2)cc1 (stereo unspecified)
  -0.2	-4.5	-8.2	0.7	0.7	1.9	nt	-3.8	0.8
Cc1ccc(S(=O)(=O)NCC(=O)Nc2ccc3c(c2)OCCO3)cc1
  3.1	-4.2	?	10.0	-0.8	2.6	-0.5	2.1	1.0
O=C(CSc1ncnc2c1cnn2-c1ccccc1)NC1CCCC1
  -3.7	-4.3	-2.8	-10.8	-0.7	0.1	nt	0.5	3.4
COC(C[C@@H](O)[C@H](C)[C@H](O)COCc1ccccc1)OC
  0.1	-7.8	nt	-1.0	0.3	5.8	-3.9	0.8	nt
CN(Cc1ccccc1)C(=O)C1CCN(S(=O)(=O)c2cccc3nonc23)CC1
  0.8	-9.7	nt	0.6	1.4	-0.9	3.3	-6.9	0.8
Cc1ccoc1C(=O)NCCNc1ccc(Cl)cc1[N+](=O)[O-]
  -0.6	-1.9	-2.6	1.4	1.0	-1.6	2.7	-7.8	1.2
O=C(Cn1c2c(c(-c3ccccc3Cl)cc1=O)CCC2)NCC1CCCO1 (stereo unspecified)
  0.8	17.7	-0.6	-2.2	1.2	2.4	nt	10.8	2.9
CCSC1=N/C(=C\c2cccnc2)C(=O)N1c1ccccc1
  -0.1	16.9	-2.2	-13.6	-0.8	-0.8	nt	2.7	-0.4
CC(C)(C)C1(O)CC(C(F)(F)F)=NN1C(=O)CCc1ccccc1 (stereo unspecified)
  0.0	2.5	-2.9	0.9	-1.3	-2.9	nt	4.4	3.9
O=C(CCNC(=O)N1CC(=O)Nc2ccccc21)NCCc1ccc(Cl)cc1
  -0.5	8.9	-0.3	-11.2	nt	-7.9	5.2	0.4	nt
Cc1nn(-c2ccccc2)c(NC(=O)C(C)C)c(-c2ccccc2)c1=O
  nt	-0.8	-3.3	nt	nt	nt	0.8	3.3	0.0
COc1ccc(CNC(=O)C[C@H]2C[C@H](C(=O)N3CCCCC3)[C@@]3(CCc4ccccc4)c4[nH]c5cc(-c6ccco6)ccc5c4CCN3C2=O)cc1OC
  -0.1	-0.5	-4.7	4.9	0.2	-6.9	-1.0	5.9	nt
CC(=O)Nc1ccc(OCC(O)CN2CCN(c3ccc(Cl)cc3)CC2)cc1 (stereo unspecified)
  -0.4	-0.8	-0.2	21.3	-0.2	-1.5	-1.3	-5.6	-2.3
Cc1ccc(C(=O)Nc2nnn(C)n2)cc1
  0.7	-4.9	-1.6	-1.3	1.0	0.5	-0.3	2.4	2.6
CCOC(=O)Cc1csc(NC(=O)CSc2nc(C)cc(=O)[nH]2)n1
  0.7	-2.2	-7.0	-9.2	1.5	0.4	-4.4	-15.2	2.2
CCOC(=O)C1CCN(S(=O)(=O)c2c(C)[nH]c(C)c2C(=O)N2CCCCC2)CC1
  2.0	-4.3	-1.9	0.1	-1.9	5.2	0.2	1.6	0.0
CC(C)N1CCN(Cc2nc3c(s2)CCCC3)CC1CCO (stereo unspecified)
  -0.3	0.3	-0.8	1.6	0.3	2.5	nt	1.7	3.5
COc1cccc(C(=O)Oc2ccccc2/C=C\C(=O)c2cc3ccccc3o2)c1
  0.6	31.1*	-1.4	-2.9	-0.3	0.5	-0.7	-0.7	nt
CCOC(=O)c1cc(-c2ccc3c(c2)OCCO3)nc2c1c(C)nn2CCC#N
  1.7	17.1	-3.5	-8.3	-0.3	0.0	-0.3	8.7	-0.6
O=C(c1cccnc1)N1CCN(S(=O)(=O)c2cccc(Cl)c2)CC1
  1.6	2.2	-2.0	3.1	-1.8	0.4	0.8	3.1	-0.1
O=C(NC(=S)Nc1cnc2ccccc2c1)c1ccccc1
  0.8	-0.9	-1.5	-8.1	0.4	-7.2	-5.8	7.5	-3.7
c1ccc(C2C3=C(Nc4ncnn42)c2ccccc2CCC3)cc1 (stereo unspecified)
  3.1	14.8	-2.3	25.3	0.9	-1.2	2.6	-0.2	2.5
COc1ccccc1CNS(=O)(=O)c1ccc2c(c1)CCCN2C(C)=O
  -0.7	-5.2	-3.7	-6.6	-1.0	-2.4	0.1	1.1	3.2
Cc1cc(C)c(NC(=O)Nc2ccccc2)c(Cl)c1
  0.2	-1.5	-1.9	2.1	0.6	0.6	nt	1.7	0.1
CC(=O)NCCc1nc2ccccc2n1CCc1ccccc1
  -0.4	3.1	-0.9	2.5	-1.4	3.2	nt	4.3	nt
CCCCNC(=O)n1c(SC)nc2ccccc21
  -0.1	3.8	0.3	-7.3	0.5	4.2	-3.4	1.6	2.2
CC(=O)Nc1ccc(S(=O)(=O)NCC2CC3CCC2C3)cc1 (stereo unspecified)
  -1.0	-0.7	-1.4	-5.3	-0.6	-9.4	2.4	0.7	nt
COC(=O)c1cc(S(=O)(=O)NCC2CCN(Cc3cc(C)ccc3C)CC2)c[nH]1
  0.5	8.9	-2.6	0.3	-0.3	-1.2	2.3	1.7	1.8
CCCN(CCC)C(=O)Cc1ccc(F)cc1
  0.0	-0.6	-2.4	3.0	2.9	-1.7	nt	-0.4	-4.4
O=C(CN1C(=O)NC2(CCCCC2)C1=O)Nc1cccc(S(=O)(=O)N2CCOCC2)c1
  2.5	8.1	1.1	8.6	-0.5	4.4	-1.5	1.0	2.0
CC1=C(C(=O)N2CCOCC2)CC(CC(=O)NCCCCc2ccccc2)C(=O)N1Cc1ccc(F)cc1 (stereo unspecified)
  -0.2	1.4	-3.5	0.9	nt	-3.4	-0.7	-0.9	nt
COc1ccc(-c2nc(CS(=O)CC(=O)NC3CCCCCC3)c(C)o2)cc1 (stereo unspecified)
  -0.3	1.7	0.1	-1.3	-1.1	-3.9	nt	3.3	-1.3
CCOc1ccc(C)cc1S(=O)(=O)n1ccc(C)n1
  0.0	-0.8	-4.7	-10.8	1.1	-1.5	0.3	0.7	1.3
CCCCn1c(N)c(N(CC(C)C)C(=O)Cc2ccc(S(=O)(=O)N3CCOCC3)s2)c(=O)[nH]c1=O
  0.6	1.3	-2.7	3.6	-0.5	-5.1	-7.8	-0.5	nt
O=C1NC(=O)C(CCc2ccncc2)(c2ccccc2)C(=O)N1
  1.6	13.3	-0.7	-10.2	-1.6	-0.8	-6.2	-4.7	0.0
Cc1ccc(-c2oc3ncnc(N)c3c2-c2ccc(C)cc2)cc1
  ?	6.4	-1.2	26.8	-0.3	2.5	-0.7	3.3	-0.6
CCOC(=O)N1CCc2c(sc3ncn(C)c(=O)c23)C1
  -0.4	4.4	-0.9	-6.1	0.8	-11.0	nt	3.2	1.4
CCN(CC)C(=O)C(=O)c1cc(C)n(-c2ccc(F)cc2)c1C
  -0.2	2.5	-3.0	-0.8	0.0	0.1	nt	-4.5	3.6
COc1ccc(C2CC(c3cccc(OC)c3OC)n3nnnc3N2)cc1 (stereo unspecified)
  -0.7	-9.1	-12.7	-5.4	-2.5	-6.8	4.6	3.2	-0.2
CC(C)(C)C(=O)CNCC(=O)C(C)(C)C
  -0.8	10.1	0.6	-2.6	-0.2	0.1	nt	1.9	0.5
CC(C)c1ccc(/C=N/N2CCCCC2)cc1
  -0.8	1.0	0.7	-5.6	-1.0	6.6	nt	1.0	-2.0
O=C1c2ccccc2C(=O)N1COc1ccc(S(=O)(=O)N2CCOCC2)cc1[N+](=O)[O-]
  -1.3	-10.3	-2.3	0.5	1.0	-3.0	0.2	-2.5	-0.7
Cc1ccc(C(=O)OCn2ncc(Cl)c(Cl)c2=O)cc1
  -2.3	4.1	-5.4	-4.9	0.0	-2.0	3.6	-1.1	0.2
Cc1ccc(S(=O)(=O)N(CC(=O)N2CCC(C(N)=O)CC2)Cc2ccc(F)cc2)cc1
  0.3	0.0	-4.0	-1.5	-0.4	1.6	-0.1	-0.3	-0.8
